UHRF1 binding: UHRF1 methylated DNA binding inhibitors, primary screen, counter-screen for MBD2 inhibitor project, biochemical, TR-FRET, human UHRF1, single concentration; inhibition, % at 4.4 µM; AID 687016, 2013; UHRF1 binding to methylated oligo; 0.75% of 370,000 active; in the data active means inhibition above about 21%;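 further: UHRF1 SRA domain binding a hemimethylated CpG hairpin DNA probe; 0% = median of test compound wells and 100% = reference inhibitor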
MBD2 DNA inh: inhibitors of MBD2 binding to methylated DNA, primary screen, biochemical, TR-FRET, DNA-binding domain, human. MBD2 binding to methylated oligonucleotide. inhibition, % at 4.4 µM. 0.31% of 370,000 active. AID 686964, 2013. Methyl-CpG-binding domain protein 2 (Homo sapiens), Q9UBB5; in the data active means inhibition above about 13%
Target sequence (Q9UBB5 whole entry, looked up, the tested form may be a part): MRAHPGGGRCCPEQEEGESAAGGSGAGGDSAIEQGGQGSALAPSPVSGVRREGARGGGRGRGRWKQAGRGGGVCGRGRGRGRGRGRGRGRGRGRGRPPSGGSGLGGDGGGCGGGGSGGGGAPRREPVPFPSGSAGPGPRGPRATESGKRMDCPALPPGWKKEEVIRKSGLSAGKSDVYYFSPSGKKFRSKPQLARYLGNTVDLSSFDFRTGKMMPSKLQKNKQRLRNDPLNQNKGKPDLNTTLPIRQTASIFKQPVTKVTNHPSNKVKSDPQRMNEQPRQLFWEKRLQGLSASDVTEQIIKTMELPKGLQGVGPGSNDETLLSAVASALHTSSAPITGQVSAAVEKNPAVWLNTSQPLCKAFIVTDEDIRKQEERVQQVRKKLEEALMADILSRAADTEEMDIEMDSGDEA
Tn6 DDE FP: inhibitors of Tn6 peptide binding to fibrin DD(E), primary screen, biochemical, fluorescence polarization, human fibrin, Tn6 probe; AID 720509, 2013; inhibition, % at 8.3 µM; 0.21% of 370,000 active; Fibrin DD(E) TRITC-Tn6 fluorescence polarization displacement;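 active means inhibition above a per-campaign cutoff: mean of compounds within control limits plus 3 SD, cut at about 15% in these data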;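 further: 0% = median of all compound wells on the plate and 100% = blocking peptide control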
proKLK7 act: proKLK7 zymogen activators, primary screen, biochemical, fluorescence intensity | purified proKLK7, EDANS-DABCYL substrate fluorescence; 100% is mature enzyme control, 0% vehicle | activation, % at 7 µM | AID 652039, 2013 | 0.9% of 370,000 active;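 active means activation above the mean of all tested compounds plus 3 SD, computed per campaign excluding outliers beyond control limits, cut at about 13% in these data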
SIAE inh: human SIAE inhibitors, primary screen, biochemical, fluorescence polarization, FP-Rh probe, 1536-well HTS | Sialate O-acetylesterase (Homo sapiens), Q9HAT2 | SIAE FP-Rh probe binding | inhibition, % at 9.66 µM | 0.69% of 370,000 active;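 active means inhibition above a cutoff: mean of compounds within the control limits plus 3 SD of those, cut at about 17% in these data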;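 further: 0% = plate median of compound wells and 100% = probe without SIAE protein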
Target sequence (Q9HAT2 whole entry, looked up): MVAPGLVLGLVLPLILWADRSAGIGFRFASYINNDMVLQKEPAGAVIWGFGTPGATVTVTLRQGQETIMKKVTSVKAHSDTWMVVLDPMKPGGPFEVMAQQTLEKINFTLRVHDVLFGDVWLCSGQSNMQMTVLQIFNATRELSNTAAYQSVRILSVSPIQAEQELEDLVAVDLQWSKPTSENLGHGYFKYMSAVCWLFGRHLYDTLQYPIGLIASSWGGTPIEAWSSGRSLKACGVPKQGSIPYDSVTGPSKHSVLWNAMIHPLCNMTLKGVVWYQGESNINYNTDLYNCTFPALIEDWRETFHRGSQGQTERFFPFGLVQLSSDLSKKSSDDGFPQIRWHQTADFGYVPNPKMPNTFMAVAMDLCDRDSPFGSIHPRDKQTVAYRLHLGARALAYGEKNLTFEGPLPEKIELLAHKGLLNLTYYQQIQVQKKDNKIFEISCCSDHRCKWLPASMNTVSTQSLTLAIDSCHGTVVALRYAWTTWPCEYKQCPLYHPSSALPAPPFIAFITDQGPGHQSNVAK
PRMT1 inh: PRMT1 methyltransferase inhibitors, primary screen, biochemical, fluorescence polarization; Protein arginine N-methyltransferase 1 (Homo sapiens), Q99873; recombinant PRMT1, activity-based probe fluorescence polarization; inhibition, % at 2.79 µM; 1.3% of 370,000 active; AID 652257, 2013;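 active means inhibition above about 21% made by adding two undisclosed values, limit read from the data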
TDP2 inh: human TDP2 enzyme inhibitors, primary screen, biochemical, epi absorbance, recombinant enzyme. Tyrosyl-DNA phosphodiesterase 2 (Homo sapiens), O95551. T5PNP hydrolysis, p-nitrophenol absorbance 415 nm. 0.34% of 370,000 active. inhibition, % at 12.8 µM;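 active means inhibition above the mean of all tested compounds plus 3 SD, set per campaign, cut at about 25% in these data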;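 further: 0% = DMSO with enzyme and 100% = buffer with substrate but no TDP2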
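System: recombinant human TDP2 / Amount: 120 nM TDP2 per well / Also added: 5 mM T5PNP chromogenic substrate / Doses: 12.8 µM single point, 1% DMSO / Incubation: 2 h at 37 °C / Detection: p-Nitrophenol epi absorbance / Evaluation: % inhibition relative to enzyme-containing and enzyme-free wells / Repeats: singlicate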
LEDGF integ inh: blockers of LEDGF/p75-dependent integrase strand transfer – biochemical, TR-FRET, high throughput, primary screen; TR-FRET IN-LEDGF/p75 DNA integration, Eu/Cy5; HIV-1 integrase (with human LEDGF/p75); inhibition, % at 3.7 µM; 0.64% of 370,000 active;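 active means inhibition above the screen-wide mean plus 3 SD, cut at about 13% in these data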;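 further: signal is the Cy5 over europium emission ratio at 671 and 618 nm; 0% = plate median of compound wells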
TCR CD3 inh: inhibitors of human TCR-CD3 interaction, primary screen, biochemical, fluorescence, TAMRA-labeled TCR probe; T-cell receptor (TCR); 0.37% of 360,000 active; inhibition, % at 9.4 µM; in the data active means inhibition above about 19%;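 further: recombinant mutant TCR 2C K166C tagged with TAMRA read by polarization; 0% = receptor in buffer alone and 100% = receptor with positive control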
DDE Tn7 FP inh: inhibitors of Tn7 peptide binding to fibrin DD(E), primary screen, biochemical, fluorescence polarization, human fibrin, Tn7 probe; Fibrinogen beta chain (Homo sapiens), P02675; inhibition, % at 8.3 µM; AID 720508, 2013; FP displacement of FITC-Tn7 peptide from fibrin DD(E); 0% = median of compound wells per plate; 0.13% of 370,000 active;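 active means inhibition above the mean of compounds falling within the control limits plus 3 SD of them, cut at about 14% in these data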;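 further: 0% = plate median of compound wells and 100% = 10 µM Aha-Tn7 peptide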
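assay system = human clot-derived fibrin DD(E) complex | quantity = Fibrin-DD(E) at 2 µM final | timing = 10 min preincubation, 3 h with tracer, room temperature | signal = fluorescence polarization | measure = percent inhibition | benchmarks = high control wells with 10 µM unlabelled Aha-Tn7 peptide (full inhibition) | replicates = singlicate testing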
Active calls of the source: *.

SMILES	UHRF1 binding	MBD2 DNA inh	Tn6 DDE FP	proKLK7 act	SIAE inh	PRMT1 inh	TDP2 inh	LEDGF integ inh	TCR CD3 inh	DDE Tn7 FP inh
CC(C)C[C@H](NC(=O)c1[nH]cnc1C(=O)N[C@@H](C)c1ccccc1)C(=O)OC(C)(C)C	4	-2	-4	0.1	-4	2	-16	-1	-1	0
CC(C)N(Cc1nccn1C)C(=O)CC1C(=O)NCCN1Cc1ccccc1C(F)(F)F (stereo not drawn)	-2	0	-2	1.0	5	5	0	2	0	-1
CCOC(=O)c1sc2ncn(CC(=O)Nc3cc(C)on3)c(=O)c2c1C	0	1	-3	-0.4	-4	7	1	-4	-8	4
Cc1ccc(NC(=O)N2CCCC(c3ccccc3)C2)cc1 (stereo not drawn)	-2	-2	-2	0.6	0	-3	16	3	3	0
CN1C(=O)C(CCC(=O)O)NC1=S (stereo not drawn)	0	1	7	-0.2	-1	-2	0	-1	6	3
O=C(COC(=O)c1ccc(Cl)nc1)Nc1ccccc1OC(F)F	3	-1	3	0.7	-8	5	3	-7	1	6
COC(=O)C1=C(C)N=C2SCCC(=O)N2C1c1ccc(C(=O)OC)cc1 (stereo not drawn)	-1	1	-1	-0.2	-4	4	14	0	-3	5
CC1CC(C)CN(C(=O)c2ccc(NS(=O)(=O)c3ccc4[nH]c(=O)[nH]c4c3)cc2)C1 (stereo not drawn)	3	1	1	-0.4	1	0	-10	-6	-5	-3
CCN(Cc1ccccc1)C(=O)CSc1nc(C)cc(=O)[nH]1	-2	0	7	0.1	13	3	-2	-2	-6	2
Cc1ccc(S(=O)(=O)N2CCC(C(=O)Nc3ccncc3)CC2)cc1	0	2	-2	0.0	-3	0	-10	2	5	4
Cc1nsc2nc3c(F)c(F)c(F)c(F)c3cc12	3	0	-6	-0.4	-6	10	-18	0	-1	5
CN(C)S(=O)(=O)c1cc(NC(=O)CN2CCN(c3ccccc3F)CC2)ccc1Cl	3	-1	-1	0.5	3	1	-10	0	8	-3
CCCCNC(=O)N1CCc2ccccc2C1	-2	5	0	-0.7	9	-3	0	-1	10	8
CC1(NC(=O)c2cc(S(=O)(=O)N3CCCCC3)ccc2Cl)CCS(=O)(=O)C1 (stereo not drawn)	2	7	6	-0.2	1	-1	2	0	3	6
Cc1sc2nc(COC(=O)c3cccc(OC(F)F)c3)[nH]c(=O)c2c1C	0	4	3	-1.1	-4	2	-3	-4	-7	6
COc1ccc(C(=O)SC2=NCCS2)cc1	1	-7	-4	-0.4	8	-2	9	2	2	4
O=c1oc2ccccc2c(Nc2ccc(F)cc2)c1[N+](=O)[O-]	-1	-3	-6	0.2	-2	-2	11	5	-4	-5
CC(C)(C)NC(=O)C[C@H]1C[C@H](C(=O)N2CCCCC2)[C@@]2(CCc3ccccc3)c3[nH]c4ccc(Cl)cc4c3CCN2C1=O	1	-5	-3	0.4	-4	-1	-23	5	-5	2
COC(=O)N1C(=O)[C@](c2ccccc2)(C2CCCC2)N1C(=O)OC	1	6	-8	-0.7	-4	7	-5	-1	2	2
O=C1CSC(c2ccncc2)N1Cc1ccccc1 (stereo not drawn)	5	-4	-2	-0.3	3	11	-7	-1	-7	1
O=S1(=O)CC(N2CCN(CCO)CC2)CN1Cc1ccc(F)cc1 (stereo not drawn)	1	-1	2	-0.4	-2	-2	-7	1	-3	-18
c1ccc(-n2nnnc2CN2CCOCC2)cc1	0	-2	-1	-0.5	2	1	-5	1	-2	5
CC1CCC(NC(=O)CC(NC(N)=O)c2ccccc2Cl)CC1 (stereo not drawn)	6	0	-9	-1.1	3	4	-22	-5	-2	-3
O=C(NCc1ccc(F)cc1)C(=O)NCC1OCCN1S(=O)(=O)c1ccc2c(c1)OCCO2 (stereo not drawn)	4	3	1	-0.5	-2	4	-8	-5	-4	4
C/C(=N/NC(=O)c1sc(=S)n(C)c1C)c1ccccc1	-4	1	1	-0.8	-7	-1	-1	0	3	1
CC(C)(C)C(=O)c1cn(CC(=O)NCc2ccc3c(c2)OCO3)c2ccccc12	0	0	-7	0.3	3	-4	7	1	-4	-1
CCCCN(C(=O)NC(=O)Nc1ccccc1OC)S(C)(=O)=O	2	1	-1	0.0	-8	1	-3	0	-1	2
CC(C)C(=O)Nc1nnc(CCc2nnc(NC(=O)C(C)C)s2)s1	3	-1	4	-0.5	0	2	-3	-1	-2	0
Cc1cc(NC(=O)c2ccc(N3C(=O)CCC3=O)cc2)no1	-1	1	-4	-0.8	2	0	5	-2	7	8
CC(C)NS(=O)(=O)c1ccc(OCC(=O)Nc2ccc3c(c2)OCO3)cc1	-2	-1	3	0.1	0	-1	13	3	0	-6
COc1ccc(CN2C(=O)CC(C(=O)NCCc3ccc(S(N)(=O)=O)cc3)SC2=Nc2ccccc2)cc1 (stereo not drawn)	1	-6	-4	0.5	-10	-1	-1	-1	5	3
CCN1CCN(CCCNC(=O)c2cc3c(s2)-c2ccccc2OC3)CC1	-6	-4	3	37*	2	0	-4	1	-1	3
COc1ccc(NC(=O)CN(C)CC(=O)Nc2ccc(Cl)cc2[N+](=O)[O-])cc1	-1	1	-3	0.9	-8	1	-2	-1	4	-3
Cc1cc(C)c(NC(=O)C2CC(=O)N(C3CCCC3)C2)c(C)c1 (stereo not drawn)	0	0	5	-0.7	-9	-4	-6	-1	-7	-2
CN1CCN(/C=N/C2=C(C#N)C(c3ccccc3)C3=C(CC(C)(C)CC3=O)O2)CC1 (stereo not drawn)	1	0	14	0.7	3	0	3	-1	6	4
Cc1cccc(C)c1NC(=O)CN(C)CC(=O)Nc1cc(Cl)ccc1C#N	0	-1	-3	0.0	-1	-2	-5	1	-1	-7
N#Cc1cccc(NC(=O)CNc2cccc(S(=O)(=O)N3CCCCC3)c2)c1	1	0	1	-0.2	-10	-2	-7	2	7	-5
CC(C)OC(=O)CSc1nc2c(c(C3CC=CCC3)c1C#N)CCC2 (stereo not drawn)	0	-5	-4	0.0	3	0	-2	3	7	-5
Cc1ccc(N2CCN(C(=O)c3cc(-c4ccc(F)cc4)[nH]c3C)CC2C)cc1 (stereo not drawn)	0	5	0	0.3	8	-5	-6	3	3	-5
CC(C)(C)Cc1c(-c2ccc(Br)cc2)nc2ccc(Br)cn12	11	8	-9	-0.8	0	1	4	-8	-5	1
CC(C)(C)OC(=O)N[C@@H](C(=O)OC(C)(C)C)c1ccc2c(c1)OCO2	1	1	6	0.4	2	0	-2	-3	6	-3
COc1cc(-c2nc(-c3ccc(NC(=O)c4ccc(Br)o4)cc3)no2)cc(OC)c1OC	3	-5	3	0.0	-15	1	1	-1	-3	0
CCCN(CCC)C(=O)Cn1c(=O)n(CCCCC(=O)NC2CCCC2)c(=O)c2ccccc21	-1	-5	4	-0.6	8	-6	-13	5	7	-3
Cn1[nH]c(-c2ccccc2)c(/C=N/O)c1=O	-10	-6	10	0.0	9	0	2	-4	4	-1
O=C1OC(C(Cl)(Cl)Cl)Nc2ccccc21 (stereo not drawn)	-2	1	3	0.7	1	1	-10	0	5	3
Cc1ccc(-c2noc(C3CCCN(C(=O)c4cccc(F)c4)C3)n2)cc1 (stereo not drawn)	0	1	0	0.2	4	-2	0	4	4	1
COc1cc(C(=O)N2CCN(C/C=C/c3ccccc3)CC2)cc(OC)c1OC	2	4	4	0.4	3	0	4	2	5	1
CCC(CC)NC(=O)COC(=O)c1ccc(OCc2ccc(C(C)=O)cc2OC)c(OC)c1	-2	-5	8	1.0	-11	-5	1	4	-1	-5

Whole records from above. Order of screens: UHRF1 binding | MBD2 DNA inh | Tn6 DDE FP | proKLK7 act | SIAE inh | PRMT1 inh | TDP2 inh | LEDGF integ inh | TCR CD3 inh | DDE Tn7 FP inh
`Cc1nsc2nc3c(F)c(F)c(F)c(F)c3cc12` is listed as 3 | 0 | -6 | -0.4 | -6 | 10 | -18 | 0 | -1 | 5
`COc1ccc(C(=O)SC2=NCCS2)cc1` is listed as 1 | -7 | -4 | -0.4 | 8 | -2 | 9 | 2 | 2 | 4
`Cc1ccc(-c2noc(C3CCCN(C(=O)c4cccc(F)c4)C3)n2)cc1` (stereo not drawn) is listed as 0 | 1 | 0 | 0.2 | 4 | -2 | 0 | 4 | 4 | 1
`CC(C)C[C@H](NC(=O)c1[nH]cnc1C(=O)N[C@@H](C)c1ccccc1)C(=O)OC(C)(C)C` is listed as 4 | -2 | -4 | 0.1 | -4 | 2 | -16 | -1 | -1 | 0

Following part
SMILES	UHRF1 binding	MBD2 DNA inh	Tn6 DDE FP	proKLK7 act	SIAE inh	PRMT1 inh	TDP2 inh	LEDGF integ inh	TCR CD3 inh	DDE Tn7 FP inh
C/C(Nc1cccc(F)c1)=C(/C#N)C(N)=O	-1	2	0	-0.3	0	-1	-3	0	1	-3
O=C(O)/C(=C\c1ccc(Cl)cc1)c1ccc(S(=O)(=O)N2CCCC2)s1	-4	-2	8	0.3	3	-1	-5	4	4	0
Cc1ccccc1N(CC(=O)NC(C)(C)C)C(=O)CCC(=O)Nc1nccs1	5	0	5	1.0	-1	1	-6	-3	-4	0
O=S1(=O)N=C(N/N=C/c2ccccn2)c2ccccc21	3	3	8	-0.1	-4	-2	5	-7	-3	6
CNc1cncc(-c2ccc(OC)cc2)n1	0	-2	0	25*	6	-3	-6	-2	-6	-2
Cc1ccc(-c2nc(C)c(C(=O)O)s2)cc1	0	-1	2	0.4	10	2	8	1	2	-6
CCCS(=O)(=O)NC(=O)C1(C)CCN(C(=O)c2ccccc2OC(F)(F)F)C1 (stereo not drawn)	-1	-2	5	0.0	-5	1	-7	-1	7	3
CCCCC(=O)Nc1ccccc1C#N	-4	-2	2	0.1	12	0	-2	0	0	-2
O=C(Cc1ncc(C(F)(F)F)cc1Cl)Nc1ccc(F)cc1	1	5	-2	-0.6	1	-3	0	1	-5	2
CC1Cc2nc(SCC(=O)Nc3ccc(F)cc3F)n(C)c(=O)c2S1 (stereo not drawn)	0	-6	8	0.0	2	-3	4	4	4	-9
CC1CN(S(=O)(=O)c2cccc(C(=O)Nc3cc(Cl)ccc3N3CCOCC3)c2)CC(C)O1 (stereo not drawn)	1	-3	-1	-0.8	5	-2	2	3	1	-1

High-throughput results from PubChem BioAssay.
